From PubChem BioAssay
T cell HTS – modulates CD8 T cell binding to vesicles; 2C CD8+ T cell-vesicle binding, flow cytometry; active compounds read low; calls only at 7 µM; actives 0.068% (n = 330,000);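 active = response, share of CD8 T cells binding vesicles, and their 90th percentile fluorescence all below set limits, cut at about 80% in these data, passing the limit was not always enough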
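Assay system: 2C TCR transgenic mouse naive CD8+ T cells, MACS-purified | Read-out: CD8+ gate FL2 mean fluorescence as % of same-row positive control | Signal: High-throughput flow cytometry with anti-B7-1 and anti-CD8 staining | Timing: Binding step 1.5 h, 37 °C, antibody labelling 20 min, ice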
Myeloid diff 2 – promotes myeloid progenitor differentiation; ER-HoxA9 myeloid progenitors, lysozyme-GFP differentiation, flow cytometry; calls only at 10 µM; actives 1% (n = 360,000); AID 624256;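 active = normalized GFP-positive differentiation at or above the plate's own cutoff, the solvent-only control mean plus 3 SD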;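 note: cells exposed to compound for four days before flow analysis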
T cell HTS vesicle-bound % – second read-out of T cell HTS, no call of its own (marks repeat the call); double positive events, %; measured here: CD8+ vesicle-bound cell fraction;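 binding gate set so that unloaded-vesicle control wells show 10% double positive cells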
Myeloid diff 2 GFP+ MAC1+ % – second read-out of Myeloid diff 2, no call of its own (marks repeat the call); GFP+ MAC1+ double positive, %; measured here: differentiation confirmed by MAC1 staining
* hit, by the source's call; i = inactive. This is a subset; the hit share may differ from the screen's.

Results follow in this order: T cell HTS | T cell HTS vesicle-bound % | Myeloid diff 2 | Myeloid diff 2 GFP+ MAC1+ %
> COc1ccccc1NC(=O)CSc1nnc2ccccn12
 : i | 42 | i | 0.1
> CCCSc1ccc([C@@H]2[C@@H]3C(=O)N(CC)C(=O)[C@@H]3[C@]3(C(=O)OC)CCCCN23)cc1
 : i | 8 | i | 1.6
> Cc1ccc(S(=O)(=O)N(C)CC(=O)NCC(c2ccc(F)cc2)N2CCOCC2)cc1 (configuration not stated)
 : i | 43 | i | 0.2
> S=C(NCCc1ccccc1)N1CCCC1
 : i | 35 | i | 0.3
> CN(C(=O)CSc1nc2ccccc2c(=O)n1C)C1CCS(=O)(=O)C1 (configuration not stated)
 : i | 46 | i | 1.0
> O=C(NCc1ccccc1)c1ccc(NS(=O)(=O)c2cccs2)cc1
 : i | 40 | i | 0.2
> O=C(NCC1CCCO1)c1ccccc1OCc1ccc(Cl)cc1 (configuration not stated)
 : i | 33 | i | 0.5
> COc1ccc(NC(=O)CN(C)S(=O)(=O)c2ccc(Cl)cc2)cn1
 : i | 38 | i | 0.5
> O=C(Nc1cccc2cccnc12)c1ccccc1Br
 : i | 46 | i | 0.7
> CC(=O)NC(C)(CC(=O)c1ccccc1)c1ccccc1 (configuration not stated)
 : i | 26 | i | 0.3
> CC(C)Cc1nnc(NC(=O)c2ccc3c(c2)NC(=O)C(C)S3)s1 (configuration not stated)
 : i | 14 | i | 0.6
> Cc1noc(C)c1NC(=O)N(C)C[C@H]1Oc2c(NC(=O)C3CC3)cccc2C(=O)N([C@H](C)CO)C[C@@H]1C
 : i | 48 | i | 1.9
> CC(=O)c1ccc(S(=O)(=O)NC2CC(=O)N(c3ccc(C)c(C)c3)C2)cc1 (configuration not stated)
 : i | 32 | i | 0.5
> CC1CCc2sc(C(=O)NCC(C)(C)N3CCOCC3)cc2C1 (configuration not stated)
 : i | 51 | i | 0.8
> CSc1nc(N)nc2c1ncn2CC(=O)NCCCc1ccccc1
 : i | 5 | i | 0.4
> OCC[C@H]1C[C@H](O)[C@@H](O)[C@@]2(CCc3ccccc3CO2)O1
 : i | 35 | i | 0.7
> COc1ccc(C(CNC(=O)c2cc3c(s2)CCC(C)C3)N2CCCC2)cc1 (configuration not stated)
 : i | 22 | i | 0.4
> Cc1cccn2c(=O)nc(SCC(=O)NCc3ccccc3Cl)nc12
 : i | 46 | i | 1.1
> N#Cc1c(-c2ccccc2)cc(-c2ccc3c(c2)OCO3)[nH]c1=O
 : i | 65 | i | 1.2
> Cc1ccccc1N1C(=O)c2cc(S(N)(=O)=O)c(Cl)cc2NC1C (configuration not stated)
 : i | 24 | i | 0.9
> O=c1oc(C2(O)CCCCC2)cc2ccc(Br)cc12
 : i | 18 | i | 2.2
> CCOc1ccc(C(C)=O)cc1COC(=O)CNC(=O)C12CC3CC(CC(C3)C1)C2
 : i | 46 | i | 0.6
> COc1ccc(N2C(=O)CC(N3CCN(S(=O)(=O)c4c(C)cc(C)cc4C)CC3)C2=O)cc1 (configuration not stated)
 : i | 35 | i | 0.9
> CCN(C(=O)COC(=O)c1c(C)nsc1NC)c1ccccc1
 : i | 54 | i | 1.7
> O=S(=O)(O)c1cc2oc(-c3ccccc3)nc2c2ccccc12
 : i | 38 | i | 1.4
> Cc1ccc(C2(C)NC(=O)N(CC(=O)N(c3ccccc3)C3CCS(=O)(=O)C3)C2=O)cc1 (configuration not stated)
 : i | 10 | i | 1.4
> CC1CCCN(CCS(=O)(=O)c2ccccc2)C1 (configuration not stated)
 : i | 49 | i | 0.5
> C=CC(=O)N1CCCC(Nc2nc(Nc3ccc(N(C)C(=O)CC)cc3C)nc3nc[nH]c23)C1 (configuration not stated)
 : i | 25 | i | 1.5
> CN(C(=O)COC(=O)C1CCN(S(=O)(=O)c2ccc3c(c2)OCCO3)CC1)C1CCS(=O)(=O)C1 (configuration not stated)
 : i | 56 | i | 0.3
> Cc1ccc(SCC(=O)OCC(=O)N(C)C2CCS(=O)(=O)C2)cc1C (configuration not stated)
 : i | 24 | i | 0.3
> O=C(CCc1ccc(S(=O)(=O)N2CCOCC2)cc1)Nc1ccc(F)cc1[N+](=O)[O-]
 : i | 30 | i | 0.7
> COc1cc(COC(=O)Oc2ccc(CNC(C)=O)cc2OC)c([N+](=O)[O-])cc1OC
 : i | 42 | i | 1.2
> CC1CCCN(C(=O)c2cc(-c3ccco3)nc3ccccc23)C1 (configuration not stated)
 : i | 32 | i | 0.2
> CCc1n[nH]c(=S)n1/N=C/c1ccc(-c2ccc(Br)cc2)o1
 : i | 54 | i | 0.3
> Cc1ccc(NS(=O)(=O)c2ccc(C(=O)NC3CCN(Cc4ccccc4)CC3)cc2)cc1
 : i | 26 | i | 1.8
> O=C(COc1ccccc1F)Nc1ccc2c(c1)CCC2
 : i | 39 | i | 1.5
> Nc1cc(=O)[nH]c(SCC(=O)Nc2ccc(N3CCOCC3)cc2)n1
 : i | 46 | i | 1.2
> COc1ccccc1C(=O)NCCC(=O)Nc1nc2ccccc2[nH]1
 : i | 56 | i | 0.5
> O=C(COC(=O)c1cncc(Br)c1)NCc1cccs1
 : i | 39 | i | 0.9
> C[C@H](CO)N1C[C@H](C)[C@H](CN(C)S(C)(=O)=O)Oc2c(cccc2N(C)C)C1=O
 : i | 38 | i | 1.4
> COCCn1c(SCC(=O)NCCCN2CCCC2=O)nc2ccccc2c1=O
 : i | 58 | i | 0.5
> CS(=O)(=O)c1ccc(-c2sc3cc4c(cc3c2C(=O)NN2CCOCC2)OCO4)cc1
 : i | 22 | i | 0.5
> O=C(COC(=O)CNC(=O)c1cc(Cl)cc([N+](=O)[O-])c1)NC(=O)NCc1ccco1
 : i | 48 | i | 1.6
> CN1CCN(C2CCN(Cc3ccc(O)c4ncccc34)CC2)CC1
 : i | 17 | i | 1.1
> O=C(CN1CCc2ccccc2C1)Nc1ccccc1C(=O)NC1CC1
 : i | 19 | i | 0.5
> CCn1c(SCC(=O)Nc2ccc(N3CCOCC3)cc2)nnc1C1CC1
 : i | 35 | i | 1.3
> Cn1c(N)c(C(=O)COC(=O)c2ccc3ccccc3c2)c(=O)n(C)c1=O
 : i | 49 | i | 1.2
> CCCc1cc(=O)oc2cc(OC(=O)CN3C(=O)NC4(CCCC4)C3=O)ccc12
 : i | 58 | i | 0.9
> O=C(COC(=O)c1cc(S(=O)(=O)N2CCOCC2)ccc1F)NC1CCCCC1
 : i | 38 | i | 1.3
> CCOc1ccc(CCNC(=O)CSC(=S)N2CCCC2)cc1OCC
 : i | 41 | i | 1.0
> Cn1c(SCC(=O)NN2C(=O)NC(C)(c3ccccc3)C2=O)nnc1-c1ccncc1 (configuration not stated)
 : i | 10 | i | 0.0
> CCOC(=O)C1CCN(C(=O)COC(=O)c2nc3nc(C)cc(C)n3n2)CC1
 : i | 32 | i | 1.2
> C=CCNC(=O)C1CC2Cn3c(nc4cc(Cl)c(Cl)cc43)C2N1C (configuration not stated)
 : i | 4 | i | 1.6
> CC(/C=N/NC(=O)c1ccccc1C)=C\c1ccccc1
 : i | 44 | i | 0.3
> O=C(CNC(=O)c1ccc(Br)o1)NNC(=O)c1n[nH]c(=O)c2ccccc12
 : i | 35 | i | 0.5
> CCCNC(=O)C(Cc1ccc(Cl)cc1)NC(=O)c1ccc(-c2ccccc2)cc1 (configuration not stated)
 : i | 47 | i | 2.4
> Cc1c(NC(=O)c2ccc(S(=O)(=O)N(C)C)cc2)cccc1-n1cnnn1
 : i | 36 | i | 0.1
> O=C1C=C(c2cnc3ccccc3c2)C[C@@H](c2ccc3c(c2)OCO3)C1
 : i | 38 | i | 0.6
> COc1ccc(S(=O)(=O)NCCC(=O)NC2CCCCC2C)cc1[N+](=O)[O-] (configuration not stated)
 : i | 53 | i | 1.1
> COc1cccc(-c2ncc3ccccc3c2COC(=O)CCCC(=O)O)c1
 : i | 29 | i | 0.4

Later entries:
Results follow in this order: T cell HTS | T cell HTS vesicle-bound % | Myeloid diff 2 | Myeloid diff 2 GFP+ MAC1+ %
> Cc1ccnc(NC(=O)c2cccc(S(=O)(=O)N3CCCc4ccccc43)c2)c1
 : i | 41 | i | 0.8
> CC(Sc1nnc(-c2ccncc2)n1-c1ccc(F)cc1)C(=O)NC1CC1 (configuration not stated)
 : i | 56 | i | 1.4
> CC(=O)C[C@H](O)CC(=O)[C@H]1OC(=O)CCCCCCc2ccccc21
 : i | 5 | i | 0.0
> CC(NC(=O)c1ccccc1Br)C1CC2CCC1C2 (configuration not stated)
 : i | 15 | i | 0.4
> CCOc1ccc2oc(C(=O)NCc3ccccc3CN3CCCC3)c(C)c2c1
 : i | 57 | i | 0.6
> Cc1cc(NC(=O)c2ccc(-c3ccccc3[N+](=O)[O-])o2)no1
 : i | 49 | i | 0.9
> COc1ccccc1C(=O)NC(=O)COC(=O)c1ccc([N+](=O)[O-])cc1Cl
 : i | 42 | i | 1.2
> Cc1noc(C)c1CSCC(=O)N(C)CC(=O)Nc1ccc(F)cc1
 : i | 45 | i | 1.0
> CCC1(c2ccccc2)NC(=O)N(CC(=O)Nc2cccc(S(=O)(=O)N3CCCC3)c2)C1=O (configuration not stated)
 : i | 34 | i | 0.9
> Cc1ccc(OCCCC(=O)Nc2cc(Cl)ccc2-n2cncn2)cc1
 : i | 26 | i | 1.1
> CN(CC(=O)Nc1cccc(S(=O)(=O)N2CCCCC2)c1)Cc1ccc(F)cc1
 : i | 20 | i | 0.9
> COc1ccc(NC(=O)C(c2ccccc2)c2ccccc2)c(OC)c1
 : i | 24 | i | 0.4
> O=C(NCCN1C(=O)S/C(=C/c2ccccc2)C1=O)C1CC(=O)N(Cc2ccccc2)C1 (configuration not stated)
 : i | 33 | i | 0.0
> COc1cc(Cl)c(C)cc1NC(=O)COC(=O)C1=NN(c2ccccc2)C(=O)CC1
 : i | 33 | i | 1.3
> Cc1cccc(C(=O)NCC(=O)NCCSc2ccc(Br)cc2)c1
 : i | 35 | i | 1.5
> CCCCN1C(=N)N([C@@H](C)CN2CCC[C@H]2CN2C(N)=NC[C@@H]2Cc2ccccc2)C[C@H]1Cc1ccccc1
 : i | 17 | i | 0.5
> CC(OC(=O)COc1ccc(Nc2ccccc2)cc1)C(=O)N(C)c1ccccc1 (configuration not stated)
 : i | 10 | i | 0.9
> O=C(NCC(c1ccco1)N1CCc2ccccc21)C(=O)Nc1ccccc1 (configuration not stated)
 : i | 41 | i | 0.9
> CC(NCC(=O)Nc1ccccc1C(=O)NC1CC1)c1cccs1 (configuration not stated)
 : i | 55 | i | 1.0
> COc1ccccc1CNC(=O)COC(=O)c1ccccc1SCC(=O)N1CCCC1
 : i | 45 | i | 0.5

In another format: four of the compounds above.
mol	T cell HTS	T cell HTS vesicle-bound %	Myeloid diff 2	Myeloid diff 2 GFP+ MAC1+ %
CC(=O)C[C@H](O)CC(=O)[C@H]1OC(=O)CCCCCCc2ccccc21	i	5	i	0.0
CC(NC(=O)c1ccccc1Br)C1CC2CCC1C2 (configuration not stated)	i	15	i	0.4
CCOc1ccc2oc(C(=O)NCc3ccccc3CN3CCCC3)c(C)c2c1	i	57	i	0.6
Cc1cc(NC(=O)c2ccc(-c3ccccc3[N+](=O)[O-])o2)no1	i	49	i	0.9

Returning to the listing, repeating the 4 entries before the break.
Results follow in this order: T cell HTS | T cell HTS vesicle-bound % | Myeloid diff 2 | Myeloid diff 2 GFP+ MAC1+ %
> CC(OC(=O)COc1ccc(Nc2ccccc2)cc1)C(=O)N(C)c1ccccc1 (configuration not stated)
 : i | 10 | i | 0.9
> O=C(NCC(c1ccco1)N1CCc2ccccc21)C(=O)Nc1ccccc1 (configuration not stated)
 : i | 41 | i | 0.9
> CC(NCC(=O)Nc1ccccc1C(=O)NC1CC1)c1cccs1 (configuration not stated)
 : i | 55 | i | 1.0
> COc1ccccc1CNC(=O)COC(=O)c1ccccc1SCC(=O)N1CCCC1
 : i | 45 | i | 0.5
> COc1ccccc1CNC(=O)COC(=O)c1ccc(C)c(S(=O)(=O)N2CCOCC2)c1
 : i | 51 | i | 0.4
> C[C@H](CO)N1C[C@H](C)[C@@H](CN(C)S(=O)(=O)c2cccs2)Oc2c(NC(=O)NC3CCCCC3)cccc2C1=O
 : i | 8 | i | 0.4
> CSc1ncccc1C(=O)OCC(=O)NCCCc1ccccc1
 : i | 46 | i | 0.2
> CN(C)c1ccc(S(=O)(=O)N2CCCCC2)cc1NC(=O)CCNC(=O)c1ccco1
 : i | 43 | i | 0.2
> COc1ccccc1CNC(=O)COC(=O)c1ccc(S(=O)(=O)N2CCCCC2)cc1
 : i | 5 | i | 0.4
> O=C(CN1C(=O)NC2NC(=O)NC21)NC1CCCCC1 (configuration not stated)
 : i | 55 | i | 0.4
> CC1CCCCC12NC(=O)N(CC(=O)N1CCN(S(=O)(=O)/C=C/c3ccccc3)CC1)C2=O (configuration not stated)
 : i | 39 | i | 0.3
> CCOc1ncccc1C(=O)OCC(=O)Nc1ccc(Cl)cn1
 : i | 41 | i | 0.5
> Cc1ccc(C)c(NC(=O)COC(=O)CCNC(=O)c2ccco2)c1
 : i | 34 | i | 1.5
> CCN1C(=O)[C@@H]2[C@@H](c3ccc(-c4ccc(C(C)=O)cc4)c(OC)c3)N3CCC[C@@]3(C(=O)OC)[C@@H]2C1=O
 : i | 14 | i | 2.1
> CCCN(C(=O)c1ccc(-n2cncn2)c([N+](=O)[O-])c1)C1CCS(=O)(=O)C1 (configuration not stated)
 : i | 17 | i | 0.3
> COc1ccc(SCCN2CC[C@@H](C(C)(C)C)CCC2=O)cc1
 : i | 48 | i | 1.3
> COc1ccc(NC(=O)CN(C)C(=O)Cn2c(=O)oc3ccccc32)cc1
 : i | 17 | i | 0.6
